RXFP1 antagonist: qHTS Assay for Antagonists of the Relaxin Receptor RXFP1 | Relaxin receptor 1 (Homo sapiens), Q9HBX9 | HEK293-RXFP1, relaxin-stimulated cAMP HTRF, 30 min; active compounds read low | activity change, negative = inhibition, % at 57.5 µM | hit rate 0.59% among 350,000 | AID 1259400, 2018;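 active = activity change of -60% or lower, but not beyond a set lower limit; inconclusive = change between -60% and -40%, or beyond the set limit; inactive = change above -40%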; also: % is scaled to controls: 0 for no effect and ±100 for the full control effect
Target sequence (Q9HBX9 whole entry, looked up): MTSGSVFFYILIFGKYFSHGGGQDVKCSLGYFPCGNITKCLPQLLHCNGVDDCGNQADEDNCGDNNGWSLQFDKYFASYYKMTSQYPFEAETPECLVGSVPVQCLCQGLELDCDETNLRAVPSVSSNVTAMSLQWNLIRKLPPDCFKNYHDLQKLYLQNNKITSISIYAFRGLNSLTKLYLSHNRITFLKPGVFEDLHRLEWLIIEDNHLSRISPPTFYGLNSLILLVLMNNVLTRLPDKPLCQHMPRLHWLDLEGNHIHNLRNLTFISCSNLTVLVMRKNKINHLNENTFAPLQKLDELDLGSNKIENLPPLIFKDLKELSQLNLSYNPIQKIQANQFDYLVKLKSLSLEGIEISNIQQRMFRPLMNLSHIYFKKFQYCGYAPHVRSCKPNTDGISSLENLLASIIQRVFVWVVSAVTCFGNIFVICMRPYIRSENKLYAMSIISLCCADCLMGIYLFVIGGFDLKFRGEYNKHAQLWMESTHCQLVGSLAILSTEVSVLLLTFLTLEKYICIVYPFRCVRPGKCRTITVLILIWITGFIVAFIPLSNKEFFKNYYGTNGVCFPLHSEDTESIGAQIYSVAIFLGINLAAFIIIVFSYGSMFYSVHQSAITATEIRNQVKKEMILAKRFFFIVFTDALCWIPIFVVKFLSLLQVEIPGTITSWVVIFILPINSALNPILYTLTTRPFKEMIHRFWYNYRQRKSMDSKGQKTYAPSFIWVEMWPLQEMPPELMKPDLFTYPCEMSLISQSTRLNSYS
RXFP1 ag: qHTS Assay for Agonists of the Relaxin Receptor RXFP1. Relaxin receptor 1 (Homo sapiens), Q9HBX9. HEK293T-RXFP1 cAMP TR-FRET, 30 min; response scale: percent of porcine relaxin response, buffer zero. Potency, µM (series often up to 57.5 µM), without a hit: at the top dose activation, hits mostly activators. hit rate 0.3% among 370,000. AID 2676, 2010; also: potency is read from the fitted curve at half-maximal effect; % is scaled to controls: 0 for no effect and ±100 for the full control effect; nearly all actives have a fitted effect of over 60% in size; many of its hits are not listed in these tables
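HEK293T cells stably expressing RXFP1 were pretreated with the PDE4 inhibitor Ro 20174, exposed to compounds for 30 min at 37C, lysed, and cAMP was read by TR-FRET. Data normalized to buffer (basal) and 29 nM porcine relaxin (100%).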
TRHR enhancer: qHTS for Small Molecule Agonists and Allosteric Enhancers of Human TRH Receptor: Primary Screen for Enhancers; Thyrotropin-releasing hormone receptor (Homo sapiens), P34981; TRHR cells, fluo-8 calcium fluorescence, EC20 TRH enhancement; enhancement, % at 2 µM; hit rate 0.66% among 360,000; in the data active = enhancement above about 30%; also: 0% is about no effect
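Enhancer read-out: after compound pinning and an initial kinetic agonist-mode read, an EC20 of TRH (10 nM final) was injected and fluo-8 calcium signal (Ex 480/Em 530) followed at 1 s/cycle for 100 cycles in TRHR-expressing cells.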
D1 PAM: Potentiators of Human D1 Dopamine Receptor: qHTS. AID 504651, 2011. hit rate 0.036% among 360,000. HEK293 TREx D1 cells, calcium flux, dopamine EC20 potentiation. potentiation, % at 10 µM. D(1A) dopamine receptor (Homo sapiens), P21728; in the data active = potentiation above about 30%; also: 0% is about no effect
D1 antag: Antagonist of Human D 1 Dopamine Receptor: qHTS; D(1A) dopamine receptor (Homo sapiens), P21728; HEK293 TREx D1 cells, calcium flux, dopamine EC80; active compounds read low; activity change, negative = inhibition, % at 10 µM; hit rate 3.2% among 360,000; AID 504652, 2011; in the data active = activity change below about -30%; also: % is scaled to controls: 0 for no effect and ±100 for the full control effect
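Kinetic fluorescence of a calcium dye serves as the read-out. D1-expressing Hek293 Trex cells, induced overnight at 30 C, are exposed to compound for 180 s before an EC80 dopamine addition, then read 180 s further.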
Apoferritin bind: qHTS Assay for Identification of Novel General Anesthetics; Ferritin light chain (Equus caballus), P02791; Potency, µM (doses to about 77.5 µM), inactives show at the highest dose activity change, negative = displacement, usual class: inhibitors; apoferritin/1-aminoanthracene competitive binding, fluorescence; hit rate 0.074% among 350,000; AID 485281, 2010; also: potency is read from the fitted curve at half-maximal effect; % is scaled to controls: 0 for no effect and ±100 for the full control effect; nearly all actives have a fitted effect of over 20% in size
Target sequence (P02791 2-175 limits assumed): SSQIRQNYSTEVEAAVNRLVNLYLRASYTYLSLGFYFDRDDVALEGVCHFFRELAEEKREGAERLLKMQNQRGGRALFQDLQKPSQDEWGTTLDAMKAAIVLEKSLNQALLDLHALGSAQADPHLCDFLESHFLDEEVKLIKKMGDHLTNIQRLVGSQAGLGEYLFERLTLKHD
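Horse-spleen apoferritin (10 uM) in 50% saturated 1-aminoanthracene in PBS was incubated 10 min at room temperature with compound. Fluorescence (ex 380, em 535 nm) was normalized to free and bound 1-AMA, with concentration-response fitted by a four-parameter Hill equation.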
D1 agonist: Allosteric Agonists of the Human D1 Dopamine Receptor: qHTS | activation, % at 2 µM | HEK293 T-REx D1 cells, calcium flux, agonist mode | hit rate 1% among 360,000 | AID 504660, 2011; in the data active = activation above about 30%; also: 0% is about no effect
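Agonism was scored from calcium flux recorded over 180 s (1 read/s) after pintool compound addition, following a 10-cycle baseline. Cells were inducible force-coupled HEK293 TREx D1, plated overnight at 30 C and loaded with no-wash calcium dye.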
D2 PAM: HTS Assay for Positive Allosteric Modulators of the Human D2 Dopamine Receptor: Primary Screen for Potentiators | AID 485347, 2010 | HEK293 T-REx D2, calcium flux, EC20 dopamine potentiation | potentiation, % at 10 µM | D(2) dopamine receptor (Homo sapiens), P14416 | hit rate 0.34% among 340,000;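 active = potentiation over 3 SD above the plate norm, cut at about 30% in these data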; also: 0% is about no effect
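Potentiation of an EC20 dopamine calcium response measured kinetically over 180 s, after a preceding 180 s compound-only read flagging agonists. Cells: inducible Hek293 Trex D2 line, 4000/well, cultured overnight at 30 C before dye loading.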
TRHR ag: qHTS for Small Molecule Agonists and Allosteric Enhancers of Human TRH Receptor: Primary Screen for Agonists; Thyrotropin-releasing hormone receptor (Homo sapiens), P34981; TRHR cells, calcium flux fluo-8, FDSS agonist mode; activation, % at 2 µM; hit rate 0.18% among 360,000; AID 493084, 2011; in the data active = activation above about 30%; also: 0% is about no effect
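Fluo-8-loaded TRHR cells; 10 s baseline, compound added, kinetic Ca2+ fluorescence read 1/s, agonist mode.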
Active calls of the source: *; & = joins results of further samples; [ ] = remark or other dose. Unless noted, calls follow the shape of the dose curve; as a rule, active = well fitted curve in the direction sought with a large enough effect; inconclusive = small, poorly fitted or top-dose-only effect, or another doubt; inactive = no such curve, though single readings can be large; an effect the other way counts as inactive or inconclusive.

How did CCC1C(c2ccccc2)N(C)C(c2ccccc2)CC1(O)c1ccccc1 (centres undefined) do in these assays?
RXFP1 antagonist: -11; RXFP1 ag: 3.2%; TRHR enhancer: -1; D1 PAM: -6; D1 antag: 6; Apoferritin bind: -6%; D1 agonist: 1; D2 PAM: 2; TRHR ag: 0.0

How did O=c1ccc2cc3c(-c4ccccc4)coc3cc2o1 do in these assays?
RXFP1 antagonist: -3; RXFP1 ag: 1.4%; TRHR enhancer: -6; D1 PAM: -5; D1 antag: 0; Apoferritin bind: -12%; D1 agonist: 2; D2 PAM: -6; TRHR ag: 0.9

Results for CCOc1ccc(NC(=O)c2c(NC(=O)CN3CCCC3)sc3c2CCC3)cc1 ?
RXFP1 antagonist: -5; RXFP1 ag: 4.9%; TRHR enhancer: 0; D1 PAM: 3; D1 antag: 3; Apoferritin bind: -6%; D1 agonist: 4; D2 PAM: -7; TRHR ag: 0.1

How did O/N=C(\c1ccccc1)c1nccc2ccccc12 do in these assays?
RXFP1 antagonist: -1; RXFP1 ag: 0.8%; TRHR enhancer: -3; D1 PAM: -3; D1 antag: 1; Apoferritin bind: -6%; D1 agonist: 5; D2 PAM: -6; TRHR ag: 0.5

How did Cn1c(Oc2ccc(F)cc2F)c(C=O)c2ccccc21 do in these assays?
RXFP1 antagonist: -9; RXFP1 ag: -0.5%; TRHR enhancer: 8; D1 PAM: -3; D1 antag: -6; Apoferritin bind: inconclusive; D1 agonist: 0; D2 PAM: 2; TRHR ag: -1.5

What do the screens show for `Cc1cc(NC(=O)CSc2nc3ccccc3c(=O)n2-c2ccccc2)no1`?
RXFP1 antagonist: 23; RXFP1 ag: 8.3%; TRHR enhancer: -2; D1 PAM: -1; D1 antag: 5; Apoferritin bind: -12%; D1 agonist: -1; D2 PAM: 14; TRHR ag: -0.3

Results for CC(C)NC(=S)N1CCC(Cc2ccccc2)CC1 ?
RXFP1 antagonist: 22; RXFP1 ag: 0.0%; TRHR enhancer: 7; D1 PAM: -5; D1 antag: -2; Apoferritin bind: -5%; D1 agonist: -1; D2 PAM: 1; TRHR ag: -0.4

Results for Clc1ccc(-c2n[nH]c3c2CCCC3)cc1 ?
RXFP1 antagonist: -31; RXFP1 ag: 0.1%; TRHR enhancer: 1; D1 PAM: 3; D1 antag: -6; Apoferritin bind: -19%; D1 agonist: 6; D2 PAM: 9; TRHR ag: 0.3

Results for COc1ccc(C(=O)C[n+]2cc(Br)cc3ccccc32)cc1[N+](=O)[O-] ?
RXFP1 antagonist: 1; RXFP1 ag: 4.2%; TRHR enhancer: -11; D1 PAM: 11; D1 antag: 3; Apoferritin bind: -9%; D1 agonist: 1; D2 PAM: -4; TRHR ag: 1.6

Results for Cc1cc(C)cc(NC(=O)c2cccc3c2C(=O)N(C2CCCCC2)C3)c1 ?
RXFP1 antagonist: -7; RXFP1 ag: 1.0%&0.1%; TRHR enhancer: -3&-1; D1 PAM: -4&1; D1 antag: -1&-21; Apoferritin bind: 7%&-1%; D1 agonist: 0&-2; D2 PAM: 12&1; TRHR ag: -0.3&-0.2

What do the screens show for `COc1ccc2oc(=O)c(C(=O)NCc3ccc(F)cc3)cc2c1`?
RXFP1 antagonist: 6; RXFP1 ag: 2.7%; TRHR enhancer: -4; D1 PAM: -11; D1 antag: 9; Apoferritin bind: 45%[activator]; D1 agonist: 2; D2 PAM: 0; TRHR ag: -1.6

How did CCC1(c2ccc(OC)cc2)NC(=O)N(CC(=O)c2ccc3c(c2)OCCO3)C1=O (centres undefined) do in these assays?
RXFP1 antagonist: -6; RXFP1 ag: -0.3%; TRHR enhancer: 7; D1 PAM: -2; D1 antag: 35; D1 agonist: 32*; D2 PAM: 3; TRHR ag: 2.5

How did CCC(C)N(C(=O)Cn1c(Cl)nc2c1c(=O)n(C)c(=O)n2C)C1CCS(=O)(=O)C1 (centres undefined) do in these assays?
RXFP1 antagonist: -5; RXFP1 ag: 12%; TRHR enhancer: 0; D1 PAM: 2; D1 antag: 6; Apoferritin bind: -8%; D1 agonist: 2; D2 PAM: -16; TRHR ag: 0.8

What do the screens show for `CCOC(=O)CN(C)Cc1c[nH]c2ccccc12`?
RXFP1 ag: 0.2%; TRHR enhancer: 1; D1 PAM: 6; D1 antag: 1; Apoferritin bind: -22%; D1 agonist: 5; D2 PAM: -11; TRHR ag: 0.3

Results for O=C(COc1ccc(Cl)cc1)Nc1ccc2oc(=O)ccc2c1 ?
RXFP1 antagonist: -15; RXFP1 ag: 14%; TRHR enhancer: 5; D1 PAM: -6; D1 antag: 4; Apoferritin bind: -8%; D1 agonist: 3; D2 PAM: 3; TRHR ag: -0.4

What do the screens show for `Cc1ccc(-c2nc(C)c(CCNC(=O)c3ccco3)s2)cc1`?
RXFP1 ag: 11%; TRHR enhancer: -12; D1 PAM: -6; D1 antag: 10; Apoferritin bind: inconclusive; D1 agonist: 1; D2 PAM: -4; TRHR ag: -0.2

How did CCc1ccc(NC(=O)C(=O)NCC(c2ccc3c(c2)OCO3)N2CCOCC2)cc1 (centres undefined) do in these assays?
RXFP1 antagonist: -6; RXFP1 ag: 0.1%; TRHR enhancer: 4; D1 PAM: -1; D1 antag: -7; Apoferritin bind: 8%; D1 agonist: 1; D2 PAM: -4; TRHR ag: 0.2

How did CCC(=O)N1CCN(c2ccc(Cl)cc2NC(=O)Cc2ccccc2)CC1 do in these assays?
RXFP1 antagonist: -1; RXFP1 ag: 0.1%; TRHR enhancer: -4; D1 PAM: -4; D1 antag: -6; Apoferritin bind: -14%; D1 agonist: 1; D2 PAM: -8; TRHR ag: -0.2

How did CCN(CC)C(=O)Oc1ccc2c(=O)c(-c3ccc(OC)cc3)coc2c1 do in these assays?
RXFP1 antagonist: -1; RXFP1 ag: 2.3%; TRHR enhancer: -1; D1 PAM: -8; D1 antag: -24; Apoferritin bind: inconclusive; D1 agonist: 8; D2 PAM: 10; TRHR ag: -0.9

How did COc1ccc(-n2nc3cc(C)c(NC(=O)c4ccc(-c5ccc(Cl)cc5)o4)cc3n2)cc1 do in these assays?
RXFP1 ag: 0.9%; TRHR enhancer: -8; D1 PAM: -2; D1 antag: -5; Apoferritin bind: -3%; D1 agonist: 2; D2 PAM: 4; TRHR ag: -0.4

Results for Cc1ccccc1Cn1c(C)c(CNCCCc2ccccc2)c(C(=O)O)c1C ?
RXFP1 antagonist: -16; RXFP1 ag: -2.2%; TRHR enhancer: -1; D1 PAM: -2; D1 antag: -4; Apoferritin bind: -5%; D1 agonist: 0; D2 PAM: 1; TRHR ag: -0.3

How did COCc1c(C(=O)N/N=C/c2ccco2)nnn1-c1nonc1N do in these assays?
RXFP1 antagonist: -1; RXFP1 ag: 6.0%; TRHR enhancer: 0; D1 PAM: 3; D1 antag: 1; Apoferritin bind: 7%; D1 agonist: 5; TRHR ag: -0.2

How did Cc1ccc(-c2cnc(-c3ccncc3)o2)cc1 do in these assays?
RXFP1 antagonist: -2; RXFP1 ag: -0.5%; TRHR enhancer: 0; D1 PAM: 4; D1 antag: -10; Apoferritin bind: 80%[activator]; D1 agonist: 1; D2 PAM: 6; TRHR ag: -2.1

Results for CC(C(=O)NC(c1ccccc1)c1ccccc1)N1CCOCC1 (centres undefined) ?
RXFP1 antagonist: -6; RXFP1 ag: 1.2%; TRHR enhancer: 6; D1 PAM: -6; D1 antag: -6; Apoferritin bind: -12%; D1 agonist: 1; D2 PAM: 6; TRHR ag: 0.1

What do the screens show for `O=S(=O)(Nc1cc(Br)cc2cccnc12)c1cccc2ccccc12`?
TRHR enhancer: 0; D1 PAM: -2; D1 antag: -22; D1 agonist: 4; TRHR ag: 1.3

What do the screens show for `CCCn1cc2c(c1-c1ccc(C)cc1)c(=O)n(C)c(=O)n2C`?
RXFP1 antagonist: -2; RXFP1 ag: -0.2%; TRHR enhancer: 1; D1 PAM: -8; D1 antag: -7; Apoferritin bind: -5%; D1 agonist: 3; D2 PAM: 10; TRHR ag: -1.0

Results for COc1cccc(OCCCn2c(-c3ccc(Cl)cc3)nc3ccccc3c2=O)c1 ?
RXFP1 antagonist: -3; RXFP1 ag: -2.4%; TRHR enhancer: -2; D1 PAM: -2; D1 antag: 5; Apoferritin bind: 0%; D1 agonist: 10; D2 PAM: -11; TRHR ag: 1.4

What do the screens show for `Cc1onc(-c2ccccc2Cl)c1C(=O)N1CC(C)CC(C)C1` (centres undefined)?
RXFP1 antagonist: -25; RXFP1 ag: 1.5%; TRHR enhancer: -10; D1 PAM: 4; D1 antag: 5; Apoferritin bind: -8%; D1 agonist: 2; D2 PAM: 12; TRHR ag: -0.6

By substructure: the compounds so far containing bromine
Results for COc1ccc(C(=O)C[n+]2cc(Br)cc3ccccc32)cc1[N+](=O)[O-] ?
RXFP1 antagonist: 1; RXFP1 ag: 4.2%; TRHR enhancer: -11; D1 PAM: 11; D1 antag: 3; Apoferritin bind: -9%; D1 agonist: 1; D2 PAM: -4; TRHR ag: 1.6

What do the screens show for `O=S(=O)(Nc1cc(Br)cc2cccnc12)c1cccc2ccccc12`?
TRHR enhancer: 0; D1 PAM: -2; D1 antag: -22; D1 agonist: 4; TRHR ag: 1.3

Source: PubChem BioAssay (National Center for Advancing Translational Sciences (NCATS))

These rows are one share of the data, so the mix of outcomes need not match the whole.
